Cdc42 wt = changes GTP binding to wildtype human Cdc42; GST-Cdc42 beads, Bodipy-GTP binding, flow cytometry; actives lie on both sides; P60953; percent activity (GTP binding), % at 10 µM; AID 761; 0.2% of 190,000 active;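 active = percent activity GTP binding at least 20 points away from the 100% baseline, either down as inhibitor or up as activator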;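 note: median bead fluorescence of bound Bodipy-FL-GTP at 100 nM; 0% = excess unlabeled GTP control and 100% = no compound control; below 100% means less GTP binding so inhibitor and above means activator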
Target sequence (P60953 whole entry, looked up): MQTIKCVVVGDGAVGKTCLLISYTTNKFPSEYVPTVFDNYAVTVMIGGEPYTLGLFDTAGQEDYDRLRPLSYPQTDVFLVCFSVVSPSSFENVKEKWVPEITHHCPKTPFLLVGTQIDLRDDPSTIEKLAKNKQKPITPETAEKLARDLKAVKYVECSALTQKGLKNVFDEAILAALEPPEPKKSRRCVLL
Rac1 act GTP bind = human Rac1 activated mutant GTP binding change. 0.11% of 190,000 active. percent activity (GTP binding), % at 10 µM. GST-Rac1 activated beads, fluorescent GTP binding, flow cytometry; actives lie on both sides; 100% means binding = to untreated wells. P63000;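 active = GTP binding at least 20 percentage points away from the 100% baseline, in either direction, so actives lie on both sides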
HRas wt GTP = changes GTP binding to wildtype human HRas; GST-Ras wt beads, Bodipy-FL-GTP binding, flow cytometry; actives lie on both sides; GTP binding activity, % at 10 µM; P01112; AID 759; 0.14% of 190,000 active;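 active = GTP binding activity at least 20% away from the 100% baseline, either lowered as inhibitor or raised as activator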;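 note: 0% = unlabeled GTP competition control and 100% = no-compound control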
Target sequence (P01112 whole entry, looked up): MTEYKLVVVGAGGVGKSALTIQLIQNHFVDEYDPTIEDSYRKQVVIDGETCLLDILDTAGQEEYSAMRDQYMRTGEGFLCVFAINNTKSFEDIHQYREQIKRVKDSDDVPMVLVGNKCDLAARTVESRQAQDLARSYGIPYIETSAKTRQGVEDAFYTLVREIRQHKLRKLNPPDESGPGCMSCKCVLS
Bcl-XL Bim block = disrupts Bim peptide binding to human Bcl-XL. Q07817. bead flow cytometry, fluorescence. inhibition, % at 10 µM. 0.04% of 190,000 active
Bcl-2 Bim block = disrupts Bim peptide binding to human Bcl-2; P10415; 0.06% of 190,000 active; AID 950; inhibition, % at 10 µM; Bead-based flow cytometry, Bim peptide-Bcl-2 binding; in the data active = inhibition above about 40%;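 note: 0% = no compound wells with probe peptide and 100% = reference peptide inhibitor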
Target sequence (P10415 whole entry, looked up): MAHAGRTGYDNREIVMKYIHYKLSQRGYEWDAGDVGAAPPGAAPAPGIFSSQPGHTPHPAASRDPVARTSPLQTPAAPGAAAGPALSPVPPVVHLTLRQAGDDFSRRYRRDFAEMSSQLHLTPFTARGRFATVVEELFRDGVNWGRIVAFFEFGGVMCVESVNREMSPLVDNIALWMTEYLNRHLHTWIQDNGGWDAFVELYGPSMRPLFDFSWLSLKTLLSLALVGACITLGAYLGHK
Bim-Bcl-B = inhibitors of Bim-Bcl-B interaction, human. Q9HD36. bead-based flow cytometry, Bim peptide-Bcl-B binding. inhibition, % at 10 µM. 0.073% of 190,000 active. AID 951;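 note: 0% = tracer peptide without compound and 100% = reference inhibitor peptide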
Target sequence (Q9HD36 whole entry, looked up): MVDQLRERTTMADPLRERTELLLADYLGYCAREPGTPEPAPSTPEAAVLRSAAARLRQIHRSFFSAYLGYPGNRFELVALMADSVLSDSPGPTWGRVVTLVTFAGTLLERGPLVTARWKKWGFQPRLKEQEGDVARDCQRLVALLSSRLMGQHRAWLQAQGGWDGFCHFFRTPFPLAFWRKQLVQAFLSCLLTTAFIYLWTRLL
Rab7 wt GTP bind = dog Rab7 wildtype GTP binding, inhibitors and activators; AID 758; GST-Rab7 beads, fluorescent GTP binding, flow cytometry; actives lie on both sides; untreated = 100%, excess cold GTP = 0%; 0.055% of 190,000 active; GTP binding activity (percent of control), % at 10 µM;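 active = fluorescent GTP binding to Rab7 beads changed by at least 20 points from the 100% baseline, either direction, mostly lower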;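 note: median green fluorescence of bound Bodipy-FL-GTP per Rab7 bead population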
Rab2A wt mod = changes GTP binding to wildtype dog Rab2A, up or down. P61105. GST-Rab2 wt beads, Bodipy-GTP binding, flow cytometry. GTP binding activity, % at 10 µM. 0.19% of 190,000 active;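 active = GTP binding activity at least 20 points away from 100%, either lowered or raised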;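 note: 0% = beads with excess unlabeled GTP and 100% = no-compound control corrected for plate trend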
Bim-Bcl-W = inhibitors of Bim-Bcl-W interaction, human. inhibition, % at 10 µM. 0.02% of 190,000 active. Q92843. bead-based flow cytometry, Bim peptide-Bcl-W binding;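 note: 0% = bound tracer without compound and 100% = peptide blocker; higher means less fluorescent Bim peptide bound to Bcl-W beads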
Target sequence (Q92843 whole entry, looked up): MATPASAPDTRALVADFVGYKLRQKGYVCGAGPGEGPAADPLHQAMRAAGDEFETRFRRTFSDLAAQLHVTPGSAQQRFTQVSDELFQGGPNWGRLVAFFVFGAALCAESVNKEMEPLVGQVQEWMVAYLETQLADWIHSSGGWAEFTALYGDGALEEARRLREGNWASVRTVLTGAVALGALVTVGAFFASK
Rac1 wt GTP bind = modulators of human Rac1 wildtype GTP binding; GTP binding activity (% of control), % at 10 µM; AID 757; GST-Rac1 beads, fluorescent GTP binding, flow cytometry; actives lie on both sides; 0 = cold GTP competed, 100 = untreated; 0.27% of 190,000 active;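 active = GTP binding activity at least 20 points away from the 100% control level, either lower or higher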
Bfl-1 Bim block = inhibitors of Bim-Bfl-1 interaction, human; Bead-based flow cytometry, Bim-Bfl-1 binding inhibition; inhibition, % at 10 µM; AID 1008; 0.12% of 190,000 active; Q16548;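 note: 0% = wells without compound plus tracer and 100% = blocker peptide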
The depositor's hits bear a star. Cut-off read from the data, not from the text of the source, unless noted: active = inhibition above about 40%.

Sample of the layout, 4 compounds:
(1) CN(C)CCOC(=O)C1(c2ccccc2)CCCC1
(2) CCOC(=O)c1ccc(S(=O)(=O)N2CCN(CC(=O)NC(=O)NC(C)(C)C)CC2)cc1
(3) O=C(Nc1cccnc1)c1ccc(NS(=O)(=O)c2cccc([N+](=O)[O-])c2)cc1
(4) C=CCOc1c2ccc(C(=O)NCc3ccc(OC)cc3)cc2nn1C

compound no.	1	2	3	4
Cdc42 wt	102	100	94	112
Rac1 act GTP bind	96	97	95	107
HRas wt GTP	103	98	93	110
Bcl-XL Bim block	-2	-7	-2	-1
Bcl-2 Bim block	-4	-6	-3	-3
Bim-Bcl-B	0	-4	1	0
Rab7 wt GTP bind	104	97	99	106
Rab2A wt mod	104	97	96	109
Bim-Bcl-W	0	-2	-3	0
Rac1 wt GTP bind	101	100	96	113
Bfl-1 Bim block	-2	-11	-3	-3

The list itself (from the top)
(1) CN(C)CCOC(=O)C1(c2ccccc2)CCCC1
(2) CCOC(=O)c1ccc(S(=O)(=O)N2CCN(CC(=O)NC(=O)NC(C)(C)C)CC2)cc1
(3) O=C(Nc1cccnc1)c1ccc(NS(=O)(=O)c2cccc([N+](=O)[O-])c2)cc1
(4) C=CCOc1c2ccc(C(=O)NCc3ccc(OC)cc3)cc2nn1C
(5) COc1cc(S(=O)(=O)N2CCCC3(CCCCC3)C2)ccc1-n1cnnn1
(6) COC(=O)C1CSC(C)(C)C(=O)N1 (stereo not given)
(7) O=C(Cc1ccc(Br)cc1)N1CCN(c2ccccn2)CC1
(8) COc1ccc(-c2csc(NC(=O)CN3C(=O)CCC3=O)n2)cc1OC

compound no.	1	2	3	4	5	6	7	8
Cdc42 wt	102	100	94	112	101	97	99	102
Rac1 act GTP bind	96	97	95	107	99	94	99	99
HRas wt GTP	103	98	93	110	98	97	97	101
Bcl-XL Bim block	-2	-7	-2	-1	-4	-3	-1	-5
Bcl-2 Bim block	-4	-6	-3	-3	-8	-2	6	-3
Bim-Bcl-B	0	-4	1	0	-3	-6	0	-6
Rab7 wt GTP bind	104	97	99	106	97	102	100	100
Rab2A wt mod	104	97	96	109	99	96	100	99
Bim-Bcl-W	0	-2	-3	0	-1	-1	-1	-1
Rac1 wt GTP bind	101	100	96	113	103	98	101	102
Bfl-1 Bim block	-2	-11	-3	-3	-17	-5	0	-4

(9) CC(=O)c1sc(NC(=O)COc2c(C)cc(Cl)cc2C)nc1C
(10) O=c1c2ccccc2nc(/C=C/c2c[nH]c3ccccc23)n1CCO
(11) CC(=O)c1ccc(NC(=O)C(C)N(C)CC(=O)Nc2ccc(Cl)cc2)cc1 (stereo not given)
(12) C=CCN(CC=C)C(=O)c1ccncc1
(13) O=C(N/N=C/c1ccncc1)c1ccc(NS(=O)(=O)c2cccs2)cc1
(14) CN1CCNC(=O)C1CC(=O)NCC1(c2ccccc2)CCCCC1 (stereo not given)
(15) CCOC(=O)N1CCC(N2C(=O)c3ccc(C(=O)Nc4ccc(F)cc4F)cc3C2=O)CC1
(16) Cc1ccc(-n2c(-c3ccco3)nc3c(cnn3-c3ccccc3C)c2=O)cc1

compound no.	9	10	11	12	13	14	15	16
Cdc42 wt	92	98	98	98	94	99	103	100
Rac1 act GTP bind	92	97	95	97	94	96	99	99
HRas wt GTP	90	98	99	100	96	102	103	104
Bcl-XL Bim block	-2	3	-1	-3	0	0	0	-1
Bcl-2 Bim block	0	2	-1	-3	-1	-2	-7	-7
Bim-Bcl-B	-1	1	2	0	1	-1	-4	-5
Rab7 wt GTP bind	96	101	107	102	98	101	104	105
Rab2A wt mod	96	99	98	97	93	99	101	102
Bim-Bcl-W	-4	3	-2	0	2	1	0	1
Rac1 wt GTP bind	90	100	98	99	97	105	104	109
Bfl-1 Bim block	1	1	1	-3	-3	-5	-8	-8

Brought forward from above: two compounds; new compounds follow.
(15) CCOC(=O)N1CCC(N2C(=O)c3ccc(C(=O)Nc4ccc(F)cc4F)cc3C2=O)CC1
(16) Cc1ccc(-n2c(-c3ccco3)nc3c(cnn3-c3ccccc3C)c2=O)cc1
(17) O=C(CN1C(=O)c2ccccc2C1=O)Nc1ccc(Cl)cn1
(18) CC(C)CNC(=O)c1cccc(NC(=O)C(C)Oc2ccccc2)c1 (stereo not given)
(19) O=C(CSc1nnc(-c2ccc(O)cc2)o1)Nc1ccc2c(c1)OCCO2
(20) S=C(NCc1ccc2c(c1)OCO2)Nc1ccc(-c2nc3ccccc3[nH]2)cc1
(21) Cc1ccc(CSC2=NCCN2C(=O)c2ccc([N+](=O)[O-])cc2)cc1
(22) CCc1nnc(NC(=O)/C=C/c2cccs2)s1
(23) O=C(NC1CC1)c1scc2c1OCCO2
(24) O=C(N/N=C1/CC(c2ccccc2)Oc2ccccc21)C1CC1 (stereo not given)

compound no.	15	16	17	18	19	20	21	22	23	24
Cdc42 wt	103	100	101	91	97	101	97	95	97	96
Rac1 act GTP bind	99	99	96	95	96	99	96	96	98	99
HRas wt GTP	103	104	100	89	97	98	97	96	97	98
Bcl-XL Bim block	0	-1	0	0	-3	-3	-6	-1	-8	-3
Bcl-2 Bim block	-7	-7	-2	-1	0	-1	-6	-6	-8	-1
Bim-Bcl-B	-4	-5	0	0	0	-13	-9	3	-4	0
Rab7 wt GTP bind	104	105	100	91	92	101	97	95	98	95
Rab2A wt mod	101	102	102	92	95	98	95	95	98	98
Bim-Bcl-W	0	1	3	-1	0	-2	0	-4	-6	-1
Rac1 wt GTP bind	104	109	103	98	95	102	100	99	99	99
Bfl-1 Bim block	-8	-8	-3	-2	0	0	-6	4	-6	-1

(25) Cc1ccc(-n2c(-c3ccncc3)nnc2-c2ccco2)cc1
(26) Cc1ccc([N+](=O)[O-])cc1N(CC(=O)Nc1ccc(S(=O)(=O)Nc2cccc(C(F)(F)F)c2)cc1)S(C)(=O)=O
(27) Cc1[nH]c2ccccc2c1C(=O)COC(=O)Cn1c(C)nc2ccccc21
(28) Cc1cc2ccccn2c1C(=S)NC(=O)c1ccccc1
(29) CCCCP(=O)(CCCC)CCP(=O)(c1ccccc1)c1ccccc1
(30) Cc1ccc(CSc2nc3ccncc3n2CC(=O)Nc2cc(C)cc(C)c2)cc1
(31) CC(=O)Nc1cccc(NC(=O)CCn2cnc3cc(C)c(C)cc32)c1
(32) Cn1c(=O)cc(N2CCc3ccccc32)[nH]c1=O

compound no.	25	26	27	28	29	30	31	32
Cdc42 wt	105	98	104	104	97	103	96	101
Rac1 act GTP bind	100	100	101	101	99	97	95	101
HRas wt GTP	102	98	103	103	99	101	98	102
Bcl-XL Bim block	-7	-5	-6	-4	-10	-6	1	-2
Bcl-2 Bim block	-2	-9	-3	0	-8	-1	2	-9
Bim-Bcl-B	-2	-6	-7	-5	-10	-4	1	-5
Rab7 wt GTP bind	105	98	101	101	101	97	99	104
Rab2A wt mod	105	99	102	100	97	98	98	101
Bim-Bcl-W	0	-1	-1	0	-3	-6	0	-1
Rac1 wt GTP bind	105	109	109	106	100	104	96	106
Bfl-1 Bim block	-6	-1	0	3	-20	0	1	-8

(33) Cc1ccnc(N2C(=O)c3ccccc3C2Nc2cccc(C)c2C)c1 (stereo not given)
(34) COc1ccccc1/C=C(\NC(=O)c1ccc(OC)c(OC)c1)C(=O)Nc1cccc([N+](=O)[O-])c1
(35) O=C(NC12CC3CC(CC(C3)C1)C2)C1CCCN1C(=O)NC1CCCCC1 (stereo not given)
(36) CCc1nc(N2CCOCC2)c(C#N)c2c1COC(C)(C)C2
(37) CCC(C)(C)NC(=O)CN(C(=O)c1csnn1)c1cccc2c1CCCC2
(38) O=C(COC(=O)c1ccc(O)cc1)Nc1ccccc1-c1ccccc1
(39) CCCCC(=O)NC1=C(C(=O)OC)SCC1
(40) CCN(CCO)Cc1csc2cc(C)ccc12

compound no.	33	34	35	36	37	38	39	40
Cdc42 wt	102	104	104	99	102	101	101	100
Rac1 act GTP bind	99	101	100	98	100	103	98	100
HRas wt GTP	100	102	103	97	97	102	99	103
Bcl-XL Bim block	-5	1	-11	-4	0	-8	-10	0
Bcl-2 Bim block	-2	-9	-10	-3	0	-8	-6	0
Bim-Bcl-B	-5	-1	-11	0	-3	-7	-9	-1
Rab7 wt GTP bind	102	100	100	96	103	99	102	97
Rab2A wt mod	100	102	100	98	103	101	97	98
Bim-Bcl-W	-3	0	-5	-4	1	-1	-3	0
Rac1 wt GTP bind	101	105	104	101	101	104	101	105
Bfl-1 Bim block	-8	-11	-25	-1	-4	-12	-16	1

(41) COc1ccc(NC(=O)C2CCC(CNS(=O)(=O)c3cccs3)CC2)cc1 (stereo not given)
(42) O=C(/C(C=Nc1cc2c(oc1=O)CCCC2=O)=C(\O)c1ccccc1)c1ccccc1
(43) CC(Oc1ccc(Cl)cc1Cl)C(=O)OCn1nnc2ccccc2c1=O (stereo not given)
(44) CCOC(=O)c1c(/N=C/C2=C(O)CCCC2=O)sc(C)c1C
(45) Cc1ccc2nc(SCC(=O)Nc3cc([N+](=O)[O-])ccc3F)[nH]c2c1
(46) CCOC1=C/C(=C/c2c(N)n3nc(-c4ccccc4)sc3nc2=O)C=CC1=O
(47) CNc1nc(-c2ccc3c(c2)CCN3C(=O)c2ccccc2C)cs1
(48) CCOC(=O)c1c(C)[nH]c(C)c1C(=O)CSc1nnnn1-c1ccccc1

compound no.	41	42	43	44	45	46	47	48
Cdc42 wt	99	93	102	101	100	88	97	95
Rac1 act GTP bind	97	93	95	100	96	88	99	94
HRas wt GTP	97	96	101	100	97	90	98	95
Bcl-XL Bim block	-6	3	-2	-5	-7	-1	-6	0
Bcl-2 Bim block	-2	-1	-1	-7	-6	5	-1	0
Bim-Bcl-B	-5	-2	0	-10	-7	1	-9	0
Rab7 wt GTP bind	98	104	98	100	96	92	97	96
Rab2A wt mod	101	98	99	100	95	88	97	94
Bim-Bcl-W	-3	0	-2	-5	-5	0	-1	0
Rac1 wt GTP bind	101	92	101	103	100	90	100	93
Bfl-1 Bim block	-6	3	-5	-13	-6	-1	-10	-1

(49) CC(C)CN(C(=O)COC(=O)Cc1n[nH]c(=O)c2ccccc12)C1CCS(=O)(=O)C1 (stereo not given)
(50) CCc1nnc(NC(=O)c2cccs2)s1
(51) CCCCCCCCSc1n[nH]c(N)n1
(52) CCOC(=O)Cc1csc(NC(=O)COc2ccc(C)cc2)n1
(53) CCOC(=O)Cc1cc(=O)n2[nH]c(C)c(-c3ccccc3OC)c2n1
(54) CC(C(=O)N1CCc2ccccc21)N1CCN(c2ccccn2)CC1 (stereo not given)
(55) COC(=O)c1sccc1NC(=O)c1ccccc1[N+](=O)[O-]

compound no.	49	50	51	52	53	54	55
Cdc42 wt	103	104	105	96	93	100	97
Rac1 act GTP bind	100	99	101	96	94	99	97
HRas wt GTP	103	101	100	96	93	101	100
Bcl-XL Bim block	-6	-12	-2	-2	-4	-2	-3
Bcl-2 Bim block	-10	-9	-1	-2	-1	0	0
Bim-Bcl-B	-11	-13	-9	-3	-5	0	-3
Rab7 wt GTP bind	102	99	100	97	94	100	96
Rab2A wt mod	103	101	99	97	95	101	99
Bim-Bcl-W	-2	-10	-1	-3	0	-3	-1
Rac1 wt GTP bind	107	105	107	99	94	104	100
Bfl-1 Bim block	-18	-8	-1	-5	-5	-2	-1

Assay outcomes as filed in PubChem.
